A549 tox: counter-screen for Nrf2 inhibitors: cytotoxicity in A549 cells | A549 ARE-Fluc cells, CellTiter-Fluor viability, 18-24 h | Potency, µM (doses to about 46 µM), for inactives: top-dose activity change, negative = cytotoxicity, actives largely listed as inhibitors | 390,000 tested, 0.16% active; further: potency means the concentration at half of the fitted maximal effect; on the % scale 0 is the no-effect control and ±100 the full control effect
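A549 ARE_Fluc cells in 5% FBS OPTI-MEM were exposed to compounds in concentration-response for 18-24 h at 37 deg C. Viability was read by CellTiter-Fluor fluorescence (Ex 405/Em 525) after 30 min, before the luciferase read.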
TGFb inhibitor: TGF-b pathway inhibition; HepG2 CAGA-GFP TGF-b/SMAD3 reporter, GFP fluorescence, 18 h; TGF-beta stimulated, 500 pg/mL final; Potency, µM (top dose mostly 46.1 µM), inactives show at the top dose activity, negative = inhibition, actives largely listed as inhibitors; 410,000 tested, 1.2% active; AID 588855; further: potency means the concentration at half of the fitted maximal effect; on the % scale 0 is the no-effect control and ±100 the full control effect; nearly all actives have a fitted effect of over 65% in size
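Inhibition of TGF-beta-driven CAGA-GFP reporter expression in HEPG2 cells is measured by cellular GFP fluorescence after 18 h stimulation with 500 pg/mL recombinant TGF-beta in 1% FBS medium at 37 degrees C.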
Nrf2 activator: activators of Nrf2 (ARE) signaling. Potency, µM (doses to about 46.1 µM), without a hit: top-dose activation, hits mostly activators. 410,000 tested, 0.31% active. AREc32 ARE-luciferase reporter (MCF7-derived line), luminescence, 24 h; further: potency means the concentration at half of the fitted maximal effect; % of control where 0% means no effect; nearly all actives have a fitted effect of over 65% in size
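Cells of the AREc32 ARE-luciferase line are plated in OPTI-MEM containing 5% FBS and left overnight at 37 deg C. Compounds are pinned in, incubation continues 24 hr, and firefly luciferase signal is then measured.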
CCT modulator: cytosolic chaperonin activity modulation | purified chaperonin ATPase assay, HTRF ADP detection, 30 min | activity change, % (test concentration not listed), hits read low | 360,000 tested, 0.3% active; in the data active means activity change below about -30%; further: on the % scale 0 is the no-effect control and ±100 the full control effect
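TRiC (40 or 20 nM final, by batch activity) in 30 mM Tris pH 7.4, 100 mM KCl, 5 mM MgCl2, 1 mM DTT was treated with compound at 76 uM single dose, then 10 uM ATP, 30 min at 37 °C. ADP was read by HTRF Transcreener.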
Abeta yeast res: compounds reversing amyloid beta toxicity in yeast; AID 1347071; 410,000 tested, 0.063% active; Potency, µM (titrated, usually from 46.1 µM), without a hit: at the highest dose growth rescue, actives largely listed as activators; yeast expressing A-beta42, growth rescue, OD600, 48 h; response scale: 0% DMSO, 100% iron-clioquinol control; further: potency means the concentration at half of the fitted maximal effect; nearly all actives have a fitted effect of over 55% in size
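Growth rescue measured by 600 nm absorbance after 48 h yeast culture at 30 C with compound. Values normalized between DMSO and an equimolar ferric chloride plus clioquinol control.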
HepG2 tox: HepG2 cytotoxicity, counter-screen for TGF-b inhibitors | HepG2 CAGA-GFP viability, ATP luminescence, 18 h | Potency, µM (doses to about 46.1 µM), inactives show at the top dose activity change, negative = cytotoxicity, hits mostly cytotoxic | 410,000 tested, 0.76% active; further: potency means the concentration at half of the fitted maximal effect; some results filed as inactive show a strong effect at the top dose
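CellTiter-Glo luminescence gave cytotoxicity after 18 hours at 37 degrees C. The cells were HepG2 CAGA-GFP in 1% FBS DMEM, stimulated with 500 pg/mL TGF-beta after compound addition. %Activity was normalised to no-cell wells (complete cell-killing) and DMSO (no toxicity), and curves were fitted and classified.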
Nrf2 block: Nrf2 pathway inhibition. A549 ARE-Fluc reporter, luciferase luminescence, 18-24 h. 360,000 tested, 2.1% active. AID 504444. Potency, µM (series often up to 46 µM), for the others: at the highest dose activity change, negative = inhibition, usual class: inhibitors; further: potency means the concentration at half of the fitted maximal effect; on the % scale 0 is the no-effect control and ±100 the full control effect; nearly all actives have a fitted effect of over 60% in size
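Two sequential reads on A549 ARE_Fluc cells exposed to compound for 18-24 h: a CellTiter-Fluor fluorescence read for viability, then a luciferase luminescence read for Nrf2/ARE activity.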
MmCpn inh: M. maripaludis TRiC chaperonin inhibition; 330,000 tested, 0.031% active; Potency, µM (titrated, usually from 76.9 µM), for inactives: at the top dose activity, negative = inhibition, most hits filed as inhibitors; purified Mm-Cpn ATPase, ADP Transcreener TR-FRET; further: potency means the concentration at half of the fitted maximal effect; on the % scale 0 is the no-effect control and ±100 the full control effect; nearly all actives have a fitted effect of over 80% in size
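Reaction buffer contained 30 mM Tris pH 7.4, 100 mM KCl, 5 mM MgCl2 and 1 mM DTT. Mm-CPN (25 nM final) hydrolysed 10 uM ATP over 30 min at 37°C; ADP was read by HTRF.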
Akt phos inh: blocks phosphorylation of Akt | Neuro2A IGF-stimulated pAkt S473 HTRF, 20 min; hits give low values | activity change, % for hits at 50 µM | 360,000 tested, 0.32% active; in the data active means activity change below about -80%; inconclusive means mostly about -51% to -80%; further: on the % scale 0 is the no-effect control and ±100 the full control effect
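Single-point screen (50 µM final compound) in Neuro2A cells stimulated 20 min with 6 nM IGF at 37 deg C. After lysis, Ser473-phosphorylated Akt read by HTRF (ex 330 nm, em 615/665 nm) as the 665/615 ratio.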
* hit, by the source's call; i = inactive; u = inconclusive; x = not tested or not shown; [ ] = another dose, or the depositor's remark. Unless noted, the call rests on the fitted dose curve; in most records, active means well fitted curve in the direction sought with a large enough effect; inconclusive means small, poorly fitted or top-dose-only effect, or another doubt; inactive means no such curve, though single readings can be large; an effect the other way counts as inactive or inconclusive.

#	molecule	A549 tox	TGFb inhibitor	Nrf2 activator	CCT modulator	Abeta yeast res
1	Cc1ccc(S(=O)(=O)N2[C@@H](c3ccc(C(C)(C)C)cc3)C(C(=O)O)=CC[C@H]2c2cccs2)cc1	-21%	u	3.8%	-1.1	-9%
2	Cc1ccc(C(C)C)c(OCC(=O)Nc2sc3c(c2C#N)CC(C)(C)NC3(C)C)c1	0%	11%	-0.7%	1.7	-12%
3	COc1cc(O)c(C=Nc2ccccc2NS(=O)(=O)c2ccc(C)cc2)c(OC)c1	-2%	-18%	0.2%	-2.7	11%
4	BrC(=C\c1ccccc1)/C=N/N1CCN(c2ccccc2)CC1	6%	u	u	-3.1	-22%
5	COc1ccccc1/C=C/C(=O)OCC(=O)N1CCc2ccccc21	2%	-1%	0.7%	-14	u
6	O=C(NCc1ccccc1Cl)c1ccc2c(c1)OCO2	-8%	3%	-0.2%	1.0	4%
7	COc1cccc(C(=O)C2CCCN(C(=O)c3ccccc3Cl)C2)c1 (stereo unspecified)	1%	-8%	-0.1%	1.5	-10%
8	CC1CCN(S(=O)(=O)c2ccc(C(=O)Nc3ncccc3O)cc2)CC1	9%	-9%	25%	0.4	4%
9	Cc1ccc(-n2ccnc2SCC(=O)O)c(C)c1	-6%	-6%	0.7%	0.7	-8%
10	c1ccc(CNc2nc(-c3ccccn3)nc3ccccc23)cc1	-17%	0%	-1.0%	-2.2	-15%
11	CC(C)(C)n1nnnc1C(c1ccccc1)N1CCN(CCN2CCOCC2)CC1 (stereo unspecified)	x	x	0.2%	-2.1	0%
12	CCCCN(C)C(=O)c1cc2cc3ccc(OC)cc3nc2s1	-5%	-11%	-0.7%	-0.7	-18%
13	Cc1nnc(NC(=O)c2ccc(S(=O)(=O)N(C)Cc3ccccc3)cc2)o1	-23%	-11%	-1.9%	-1.3	u
14	CC(=O)Nc1ccc(NC(=O)COC(=O)CCCc2c[nH]c3ccccc23)cc1	-3%	12%	-0.9%	-0.2	1%
15	CCCCOCCCNC(=O)C[C@@H]1C[C@@]2(C(=O)OC)CCCCC=C2N(Cc2ccc(Cl)cc2Cl)C1=O	x	x	-0.9%	-4.8	u

#	HepG2 tox	Nrf2 block	MmCpn inh	Akt phos inh
1	-14%	u	1%	i
2	-8%	0%	-2%	i
3	-23%	-7%	x	i
4	-17%	u	-7%	i
5	-15%	8%	-14%	i
6	-5%	7%	-2%	i
7	-9%	-1%	0%	i
8	-15%	2%	0%	i
9	0%	2%	1%	i
10	-9%	16µM*	-1%	i
11	x	x	x	i
12	-54%	u	-9%	i
13	-21%	18µM*	-2%	i
14	67%	-4%	1%	i
15	x	x	x	i

Remaining list, next part
#	molecule	A549 tox	TGFb inhibitor	Nrf2 activator	CCT modulator	Abeta yeast res
16	Cc1ccc(CNC(=O)C2(C(F)(F)F)C/C(=C\CCO)CCCO2)o1 (stereo unspecified)	0%	-18%	x	x	x
17	O=C(OCC(=O)N1CCCC1=O)c1ccc(O)cc1O	-12%	7%	-0.2%	3.4	7%
18	COCCn1nnnc1C(c1cccc(C#N)c1)N1CCCCCC1 (stereo unspecified)	u	-14%	0.1%	-0.1	1%
19	Cc1cccc(C)c1NC(=O)CN1CCN(C(=O)CN2C(=O)NC3(CCCCC3C)C2=O)CC1 (stereo unspecified)	17%	-7%	0.3%	0.8	-7%
20	CC(=O)Nc1cccc(NC(=O)CS(=O)(=O)c2cn(CC(=O)N(C(C)C)C(C)C)c3ccccc23)c1	3%	-1%	0.1%	-1.8	11%
21	Cc1nc2c(C(=O)N3CCCCC3)cnn2c(C)c1Cc1ccccc1F	7%	-3%	-0.3%	0.3	-11%
22	CC(=O)c1ccccc1NC(=O)COC(=O)CCC1CCCC1	2%	1%	-0.1%	-0.5	-6%
23	CCOc1ccc(C(=O)Nc2cc(S(=O)(=O)Nc3ccccc3Cl)ccc2N2CCOCC2)cc1	-3%	0%	0.0%	-0.6	0%
24	CC1CC(C)CN(C(=O)c2ccc(N3CC4CC(C3)c3cccc(=O)n3C4)c([N+](=O)[O-])c2)C1 (stereo unspecified)	-12%	-4%	0.1%	-2.3	1%
25	CC1CN(C(=O)CCC(=O)NCCCN2CCN(Cc3ccccc3)CC2)c2cc(Cl)ccc2O1 (stereo unspecified)	-2%	u	-0.3%	-3.0	8%
26	COc1ccccc1-c1csc(C(O)c2ccc(F)c(F)c2)n1 (stereo unspecified)	x	-30%	-0.4%	1.5	u
27	CCN(CC)S(=O)(=O)c1cccc(C(=O)N[C@H](C(=O)Nc2nc3ccc(F)cc3s2)C(C)C)c1	u	7.9µM*	2.9%	0.2	5%
28	COc1ccc(NC(=O)CNc2cccc(S(=O)(=O)N3CCCCCC3)c2)c([N+](=O)[O-])c1	u	-17%	-1.4%	0.0	-3%
29	COc1ccc2c(c1)[nH]c(=O)c1sc3ccccc3c12	-7%	-23%	13%	-2.4	-17%
30	Cc1cc2nn(-c3ccccc3)nc2cc1NC(=O)c1cccs1	-17%	21%	7.1µM*	1.0	23%

#	HepG2 tox	Nrf2 block	MmCpn inh	Akt phos inh
16	-12%	1%	x	x
17	0%	-6%	3%	i
18	-17%	4%	-1%	x
19	-2%	-18%	-2%	i
20	3%	0%	-2%	i
21	-11%	x	2%	i
22	10%	-5%	2%	i
23	1%	u	-9%	i
24	10%	6%	1%	i
25	-33%	8%	3%	i
26	-15%	x	x	i
27	-18%	u	-5%	i
28	-35%	u	1%	i
29	-42%	-8%	1%	u
30	-22%	19%	0%	x

(more compounds)
#	molecule	A549 tox	TGFb inhibitor	Nrf2 activator	CCT modulator	Abeta yeast res
31	CCOC(=O)CSc1[nH]c2cc(OC)ccc2c1[N+](=O)[O-]	-5%	0%	3.0%	0.7	16%
32	CC(=O)C1=NOC(CNc2ncc(C(F)(F)F)cc2Cl)C1 (stereo unspecified)	2%	19%	0.1%[9.22 µM]	-0.2	-5%
33	COc1ccc(CN2CCC(C)(Oc3cccc(F)c3)C2)c2ccccc12 (stereo unspecified)	x	26%	4.6%	-1.2	-4%
34	O=C(N[C@@H]1C/C=C\C[C@H](CC(=O)N(CCO)Cc2ccccc2)C(=O)N[C@@H](Cc2c[nH]c3ccccc23)COC1=O)OCC1c2ccccc2-c2ccccc21	-2%	-15%	4.1%	0.2	1%
35	O=S1(=O)CC(N2CCC(Cc3ccccc3)CC2)CN1CCc1ccccc1 (stereo unspecified)	x	u	0.3%	1.5	3%
36	CC(C)(C)c1ccc(C2=CC(c3ccccc3)n3ncnc3N2)cc1 (stereo unspecified)	20%	-12%	-0.4%	-3.7	14%
37	Cn1cnnc1SCC(=O)c1ccc2c(c1)OCO2	0%	9%	0.2%	-0.9	-3%[9.22 µM]
38	CCCCN(C)c1c(C)nc2ccc(C(=O)N(C)CCN(C)C)cn12	x	3%	-0.2%	2.1	-29%
39	CCOc1ccccc1NC(=O)/C=C/c1ccc(S(=O)(=O)N2CCOCC2)cc1	3%	-2%	5.9%	-3.1	-5%
40	CCCN(CC1CC1)C(=O)CSc1ncnc2sc(C)c(C)c12	-1%	u	0.6%	-0.9	-5%
41	Cc1ccc(C)c(NC(=O)CCc2c(C)nn(-c3ccc(N4CCCCC4)nn3)c2C)c1	0%	-8%	-1.1%	-0.8	-3%
42	CCOC(=O)C1CCN(C(=O)c2ccccc2NC(=O)c2ccc(Cl)cc2)CC1	8%	1%	0.3%	0.8	12%
43	CCOc1ccc(C(=O)Nc2ccc(S(=O)(=O)Nc3nc(C)cc(C)n3)cc2)cc1OC	2%	-9%	4.1%	x	-7%
44	CC1CCCCN1C(=O)Cn1nnc(-c2cccnc2)n1 (stereo unspecified)	0%	-19%	-0.2%	0.2	10%
45	COc1ccc(C(C)=O)cc1Cn1c(C)c(C(=O)NCCC#N)sc1=O	x	-13%	0.4%	-4.3	-15%

#	HepG2 tox	Nrf2 block	MmCpn inh	Akt phos inh
31	-1%	4%	0%	i
32	8%	2%	0%	i
33	-15%	x	x	x
34	-13%	-8%	-2%	i
35	-22%	x	x	i
36	-17%	3%	x	i
37	16%	x	0%	i
38	-5%	x	x	i
39	-17%	u	-4%	i
40	-38%	u	3%	i
41	-9%	-11%	1%	i
42	-43%	-14%	-2%	i
43	4%	-16%	x	x
44	-16%	-4%	2%	i
45	-10%	x	x	i

5 structures already listed, ordered by formula weight, lowest first:
#	molecule	A549 tox	TGFb inhibitor	Nrf2 activator	CCT modulator	Abeta yeast res
44	CC1CCCCN1C(=O)Cn1nnc(-c2cccnc2)n1 (stereo unspecified)	0%	-19%	-0.2%	0.2	10%
31	CCOC(=O)CSc1[nH]c2cc(OC)ccc2c1[N+](=O)[O-]	-5%	0%	3.0%	0.7	16%
40	CCCN(CC1CC1)C(=O)CSc1ncnc2sc(C)c(C)c12	-1%	u	0.6%	-0.9	-5%
42	CCOC(=O)C1CCN(C(=O)c2ccccc2NC(=O)c2ccc(Cl)cc2)CC1	8%	1%	0.3%	0.8	12%
34	O=C(N[C@@H]1C/C=C\C[C@H](CC(=O)N(CCO)Cc2ccccc2)C(=O)N[C@@H](Cc2c[nH]c3ccccc23)COC1=O)OCC1c2ccccc2-c2ccccc21	-2%	-15%	4.1%	0.2	1%

#	HepG2 tox	Nrf2 block	MmCpn inh	Akt phos inh
44	-16%	-4%	2%	i
31	-1%	4%	0%	i
40	-38%	u	3%	i
42	-43%	-14%	-2%	i
34	-13%	-8%	-2%	i
